S1P2 blocker – blocks the human S1P2 receptor. hit rate 0.21% among 97,000. O95136. inhibition, % at 5 µM. cell-based S1P2 antagonist assay, inhibition at 5 uM. AID 736; in the data active means inhibition above about 45%;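 further: CRE beta-lactamase reporter cells expressing human S1P2 stimulated with S1P; 0% = agonist at EC80 alone and 100% = agonist plus reference antagonist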
Target sequence (O95136 whole entry, looked up): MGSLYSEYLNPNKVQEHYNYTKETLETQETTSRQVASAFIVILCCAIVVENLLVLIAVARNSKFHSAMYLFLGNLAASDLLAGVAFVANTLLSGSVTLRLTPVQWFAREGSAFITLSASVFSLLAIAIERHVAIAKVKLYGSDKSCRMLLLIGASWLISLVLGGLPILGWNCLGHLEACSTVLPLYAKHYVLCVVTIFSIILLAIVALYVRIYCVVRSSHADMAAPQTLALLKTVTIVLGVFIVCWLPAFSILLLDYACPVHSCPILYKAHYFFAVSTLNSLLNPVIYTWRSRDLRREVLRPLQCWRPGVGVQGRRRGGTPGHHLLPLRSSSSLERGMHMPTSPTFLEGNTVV
PostGolgi yeast – growth inhibition of a yeast mutant, post-Golgi transport screen; inhibition, % at 10 µM; hit rate 0.9% among 98,000; post-Golgi transport phenotypic cell assay; AID 739;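 further: yeast cells grown in 1536-well plates; yeast grown about 18 h at 30C before absorbance read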
PostGolgi ctrl – inhibits growth of the yeast control strain; efflux-deficient yeast background strain, growth absorbance A615, 16 h; inhibition, % at 10 µM; hit rate 5% among 98,000; AID 738
Ecoli WT expand – blocks growth of wild type E. coli BW25113. OD600 absorbance. growth inhibition, % at 100 µM. hit rate 0.15% among 98,000;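 active means growth inhibition above about 50% at one test dose, limit read from the data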;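 further: growth measured after 20 h incubation at 37 °C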
Lung fibro prol – blocks proliferation of human lung fibroblasts. LL 47 human lung fibroblast viability, ATP luminescence; hits give low values. viability, % at 10 µM. hit rate 1.1% among 85,000. AID 719;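 active means viability at or below 50% in the single dose screen; inactive means viability above 50%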;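 further: compound exposure lasted 72 h before the ATP readout; 100% = median luminescence of untreated cell-only wells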
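Benchmarks: Cell-only wells, no compound | Test system: LL 47 human lung fibroblasts, passage 12 or lower | Input: 1,150 cells/well | Measured by: CellTiter-Glo luminescence measuring cellular ATP | Medium: IMEM, 15% FBS supplement | Schedule: Overnight attachment after seeding, then 72 h compound exposure at 37 °C | Doses: Compound addition at 0.1% DMSO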
HUVEC inhibit – inhibitors of human endothelial cell proliferation | HUVEC proliferation, CellTiter-Glo luminescence, 72 h; hits give low values | viability, % at 10 µM (by protocol) | hit rate 1.1% among 86,000 | AID 648;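 active means viability at or below 30%; inactive means viability above 30%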;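 further: 100% = median luminescence of DMSO-only cell control wells on each plate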
H69AR inhibit – blocks growth of human H69AR lung tumor cells; H69AR lung tumor viability, ATP luminescence, 72 h; hits give low values; viability, % at 10 µM; hit rate 6% among 85,000; AID 598;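 active means viability at or below 40%; inactive means viability above 40%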;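 further: multidrug resistant small cell line overexpressing MRP-1 efflux transporter; 100% = mean luminescence of untreated control wells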
hDAT+cocaine – changed human dopamine transporter uptake under cocaine IC80 | hit rate 1.3% among 110,000 | B-score at 10 µM | LLC-PK1 hDAT cells, [14C]-dopamine uptake with cocaine IC80; actives deviate in either direction;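 active means Z score or B-score, a plate-position-corrected score, falls beyond the plate's 99.7% confidence bounds, in either direction; inactive means both scores lie inside the 99.7% bounds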;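 further: scored against the spread of the other compound wells on the same plate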
Target sequence (Q01959 whole entry, looked up): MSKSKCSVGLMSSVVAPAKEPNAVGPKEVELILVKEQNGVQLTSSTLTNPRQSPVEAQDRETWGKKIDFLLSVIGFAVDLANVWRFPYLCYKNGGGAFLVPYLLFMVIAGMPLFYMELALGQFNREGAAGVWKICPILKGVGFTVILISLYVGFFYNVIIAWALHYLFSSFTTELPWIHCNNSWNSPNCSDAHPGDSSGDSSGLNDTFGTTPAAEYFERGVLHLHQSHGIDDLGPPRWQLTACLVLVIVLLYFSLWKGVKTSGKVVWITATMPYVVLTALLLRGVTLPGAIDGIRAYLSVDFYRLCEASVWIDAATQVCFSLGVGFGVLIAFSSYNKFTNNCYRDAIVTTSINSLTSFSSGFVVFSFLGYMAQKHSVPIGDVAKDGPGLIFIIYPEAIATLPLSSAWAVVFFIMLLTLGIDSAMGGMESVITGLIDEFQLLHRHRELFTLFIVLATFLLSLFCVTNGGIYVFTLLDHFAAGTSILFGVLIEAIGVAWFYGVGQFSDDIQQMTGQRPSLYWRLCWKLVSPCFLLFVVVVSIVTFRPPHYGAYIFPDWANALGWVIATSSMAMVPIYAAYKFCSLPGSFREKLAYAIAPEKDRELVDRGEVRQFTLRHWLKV
S1P2 ag – agonists of human S1P2 receptor; hit rate 0.46% among 97,000; S1P2-expressing cell line, agonist reporter read-out; O95136; activation, % at 4.5 µM; in the data active means activation above about 16%;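 further: 0% = vehicle low control and 100% = maximal reference agonist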
An asterisk follows results filed as active; nt = no result given. Unless noted, no stated cut-off is given here; in the data, active means inhibition above about 30%; inactive means the rest.

SMILES	S1P2 blocker	PostGolgi yeast	PostGolgi ctrl	Ecoli WT expand	Lung fibro prol	HUVEC inhibit	H69AR inhibit	hDAT+cocaine	S1P2 ag
O=C1c2ccccc2-c2onc3c(Oc4ccccc4)cc(O)c1c23	-9	17	-10	-5	89	63	25*	nt	-2
CC(C)(C)C(=O)Nc1ccc2c(c1)-c1cc(NC(=O)C(C)(C)C)ccc1C2	7	12	12	-12	nt	nt	nt	-1.3	-7
O=C(CSc1ncccn1)NCc1ccccc1Cl	14	-4	1	8	nt	nt	nt	0.15	-9
C=CCN(CC=C)C(=O)Cc1ccc(F)cc1	-15	-1	-4	-1	99	94	86	0.27	0
Cc1nnc(NC(=O)C2CCN(c3cnccn3)CC2)s1	-4	-2	3	1	102	95	78	-0.09	-6
C=C(C)CN(CC)C(=O)CSc1nc2ncc(Cl)cc2[nH]1	17	0	-6	9	102	88	89	0.039	-3
COc1cccc(-c2ccc(-c3noc(-c4ccccc4F)n3)c(OC)n2)c1	18	-2	5	-9	101	105	83	0.02	-2
N#Cc1cc2c(nc1SCc1ccccc1)CCC2	5	nt	nt	nt	88	90	94	-0.82	-5
COC(=O)c1cccc(S(=O)(=O)N2CCC(NC(=O)NC34CC5CC(CC(C5)C3)C4)CC2)c1	12	3	7	-2	103	90	79	-0.38	-9
O=C(CSc1nc2ccccc2n1CC(=O)N1CCCC1)NCc1ccc2c(c1)OCO2	10	-4	-5	-2	94	106	82	0.21	-6
O=S(NC1CCCCC1)C12CC3CC(CC(C3)C1)C2 (configuration not stated)	nt	-4	6	-3	99	98	92	1.7	nt
CS(=O)(=O)N1CCN(C(=O)c2cc(-c3ccncc3)nc3ccc(Cl)cc23)CC1	7	-17	18	-7	92	81	68	0.12	-7
Cc1ccc(-n2c(-c3c(-c4ccccc4)noc3C)n[nH]c2=S)cc1	-12	-1	13	4	106	109	86	-0.021	-3
O=C1CCSc2ccc(Cl)cc2N1Cc1cccc(Cl)c1	-13	-13	41*	8	nt	nt	nt	1.3	-2
O=C(NCCc1ccc(Cl)cc1)C1CCC(=O)N1Cc1ccc(F)cc1 (configuration not stated)	25	0	-1	5	93	95	87	0.47	-1
COc1ccc(CCC(N)=O)cc1OC	-4	15	-3	2	110	101	90	-0.48	-8
c1cc(-c2nn[nH]n2)ccc1CN1CCCCC1	20	-5	24	-3	102	106	89	0.33	-6
CC(=O)Oc1ccc(Cn2cnc3cc4ccccc4cc32)cc1	12	nt	nt	nt	94	99	83	-0.8	-2
O=C1c2ccccc2C(Nc2cccnc2)N1Cc1ccccc1Cl (configuration not stated)	nt	7	20	-1	92	110	86	0.19	nt
O=C(Nc1ccc(Cl)cc1)OCc1cncs1	7	0	-6	14	94	113	93	0.0096	-2
CCCc1cc(=O)[nH]c(SCC(=O)c2cc(C)n(CCOC)c2C)n1	-12	-4	-1	0	98	92	88	0.42	-1
CCOC(=O)CCC(=O)N1CCOCCOCCN(C(=O)CCC(=O)OCC)CCOCCOCC1	-8	-3	13	-2	115	105	86	-0.025	2
Cc1ccc(SCCNC(=O)c2ccccc2C)cc1	7	19	7	3	105	106	97	0.02	-3
CCCOC(=O)CSC1=C(C#N)C(c2ccccc2OC)C(C#N)C(=O)N1 (configuration not stated)	9	-5	1	-1	116	102	101	0.39	-4
COc1ccc(CCCC(=O)NC2CCCCC2C)c(C)c1 (configuration not stated)	2	-1	14	-1	nt	nt	nt	0.67	-7
C=CCNc1nc(N2CCCCC2)c(C#N)c2c1CN(Cc1ccccc1)CC2	24	3	18	-9	80	79	78	0.15	-6
CCOc1ccc(NC(=O)CC2CC(C)(C)OC2=O)cc1 (configuration not stated)	nt	6	10	5	101	96	106	0.3	nt
CC(NC(=O)Nn1cnnc1)(C(F)(F)F)C(F)(F)F	-6	0	8	3	97	90	96	-0.35	-4
O=C(c1ccccc1)N1CCN(c2ncnc3c2cnn3-c2ccccc2)CC1	8	-1	6	-1	nt	nt	nt	0.87	0
COCCCNC(=O)Cn1cc2c(n1)CCC(C)C2 (configuration not stated)	nt	3	7	-2	95	105	88	-0.0083	nt
CC(=O)Nc1cccc(N2C(=O)CC(N3CCC(C(=O)N4CCCCC4)CC3)C2=O)c1 (configuration not stated)	-3	-14	19	2	99	92	101	nt	-2
NCCCCCc1nnc(SCc2ccc(Cl)c(Cl)c2)o1	10	-19	6	28	99	79	95	0.78	0
CCOc1ccc2[nH]c(=O)c(C(c3nnnn3C3CCCCC3)N3CCN(CC)CC3)cc2c1 (configuration not stated)	15	15	15	3	93	91	85	0.4	-5
COC(=O)c1cc2c(ccn2-c2ccc(F)cc2)n1CC(C)C	5	23	-3	16	94	122	79	0.5	-4
COc1ccc(S(=O)(=O)N2CCOCC2)c(Cl)c1Cl	-6	-1	30*	2	95	95	77	-1.1	0
CCC(C)(C)NC(=O)C(c1ccc(F)cc1)N(Cc1ccco1)C(=O)c1snc(C(N)=O)c1N (configuration not stated)	7	-1	12	1	96	79	79	0.98	-7
COC(=O)CNC(=O)Cn1cnc2sc(C)c(S(=O)(=O)N3CCC(C)CC3)c2c1=O	0	-3	-7	7	95	100	92	-1.2	-2
Cc1cc(=O)oc(C)c1C(=O)N1CCN(c2ccc(F)cc2)CC1	0	-5	-4	-21	102	96	94	-0.077	-2
CC(=O)Nc1nc(CC(C)C)cc2c1c(=O)oc1ccccc12	-21	-5	1	0	96	96	65	0.057	0
Cc1nnc(NC(=O)CSc2nnc3scc(-c4ccc(C)c(C)c4)n23)s1	11	16	-3	3	96	88	97	0.42	-4
Cc1oc(-c2ccccc2Cl)[n+]([O-])c1C	8	-8	6	3	101	93	86	-0.48	-3
Cc1ccc(CN2CC(C(=O)O)CC2=O)cc1 (configuration not stated)	1	-7	1	-2	92	88	101	-1.5	-3
O=C(CN1CCN(Cc2ccccc2)CC1)Nc1ccc(Cl)cn1	-9	3	-11	2	102	92	93	0.53	-3
CCOc1cc(-c2conc2N)cc(OCC)c1OCC	-32	-3	4	4	99	98	86	0.14	-10
COc1cc(C(=O)Nc2sc3c(c2C#N)CCN(C(C)=O)C3)cc(OC)c1OC	-6	2	31*	-3	95	75	23*	0.9	-5
Cc1cccc(C(=O)NC2CC3CCCC(C2)N3C(=O)NC2CCCCC2)c1 (configuration not stated)	-8	0	-2	-6	nt	nt	nt	1.3	66*
Cc1scc(C(=O)Nc2ccon2)c1-c1ccccc1	-20	-17	27	-2	100	95	100	-0.012	-3
O=c1c(Cc2ccc(F)cc2)c(O)ccn1Cc1ccc(Cl)cc1Cl	11	16	-5	-7	nt	nt	nt	-1.1	-2
COC(=O)[C@H](C)NC(=O)Nc1cc(Cl)ccc1C	7	-2	5	-2	103	95	95	-0.11	0
CC1CCN(Cc2nc3c(c(=O)n(C)c(=O)n3C)n2CCc2ccccc2)CC1	-20	nt	nt	nt	93	96	90	-0.28	-3
Cc1ccc2c(NC(=O)C3CC3)cccc2n1	5	-16	4	-3	98	94	100	-0.01	-8
C=CCNC(=O)c1onc(CSc2ccccc2F)c1C(=O)O	2	25	-10	2	nt	nt	nt	-0.18	-7
CS(=O)(=O)N(CC(=O)NCc1ccc2c(c1)OCO2)Cc1ccccc1	0	17	5	-2	94	106	90	-0.23	-3
COc1cc(O)oc1C=Nc1ccc(C(F)(F)F)cc1	13	11	10	-3	nt	nt	nt	0.25	-4
COc1ccc2[nH]c(=O)c(CN(Cc3nnnn3Cc3ccco3)C3CCCCC3)cc2c1	2	-3	4	-7	97	69	38*	1.9	-3
COc1ccc(OC)c(NC(=O)C(CC(C)C)NC(=O)C2CCCCC2)c1 (configuration not stated)	nt	6	18	-11	92	101	59	0.17	nt
COc1ccc(NC(=O)CSC2=NC(=O)CC(C)=N2)cc1	15	-2	27	-10	101	108	109	0.012	-5
O=Cc1ccccc1Oc1ccccc1	-7	0	5	-2	nt	nt	nt	-0.4	-5
COC(=O)c1c(NC(=O)C2CC2)sc2c1CCN(C(C)=O)C2	8	0	8	6	92	88	86	0.64	-3
COc1ccc(CCNC(=O)CCNS(=O)(=O)c2cccc3nonc23)cc1OC	-5	19	3	-3	95	98	95	0.071	-4

New compounds follow
SMILES	S1P2 blocker	PostGolgi yeast	PostGolgi ctrl	Ecoli WT expand	Lung fibro prol	HUVEC inhibit	H69AR inhibit	hDAT+cocaine	S1P2 ag
Cn1c(Cl)c(/C=N/OC(=O)c2cccc(Cl)c2)c2ccccc21	-6	-10	1	-5	nt	nt	nt	0.006	-1
CCN(CC)CCCN1C(=O)c2oc3ccccc3c(=O)c2C1c1cccnc1 (configuration not stated)	5	-4	-5	-1	99	91	nt	-0.15	-10
CC1(C)[N+]([O-])=C2C(=[N+]([O-])C1(C)C)c1ccccc1/C2=N\O	16	-7	3	-2	93	86	93	-0.88	-7
COc1ccccc1CNC(=O)c1ccc(CNc2c(N3CCCC3)c(=O)c2=O)cc1	nt	2	5	2	98	99	98	0.015	nt
Cc1ccc(CNC(=O)C(NS(=O)(=O)c2cccs2)C(C)C)cc1 (configuration not stated)	17	16	3	2	nt	nt	nt	-0.74	-5
COC(=O)COc1ccc(S(=O)(=O)Nc2ccc3c(c2)OCO3)cc1	-14	-2	13	6	76	65	85	0.09	-2
COc1ccc2c(c1)c(C(=O)N1CCN(C)CC1)c(C)n2-c1ccccc1	-15	0	2	10	107	90	88	2.1	-2
N#Cc1cnn(-c2ncnc3sc(-c4ccccc4)cc23)c1N	2	-2	-3	-4	96	74	36*	0.22	-3
COc1ccc(-c2cc(C(F)F)n3ncc(C(=O)N4CCSCC4)c3n2)cc1	0	6	3	-3	108	91	64	0.043	-6
CC(=O)C1=C(O)C=C(c2ccco2)CC1c1ccco1 (configuration not stated)	27	-22	12	4	nt	112	104	0.26	-4
Cc1onc(-c2ccccc2Cl)c1C(=O)NCc1ccco1	-8	-6	25	-3	97	81	89	1.2	0
NC(=S)N/N=C/c1ccc(-c2cc(Cl)cc(Cl)c2)o1	-1	30	68*	5	101	83	41	-0.07	3
CC1Cc2ccccc2N1C(=O)CSc1nnc2n1C(C)(C)Cc1ccccc1-2 (configuration not stated)	0	-6	-6	-3	107	91	80	1.9	-3
COc1ccc(S(=O)(=O)CCc2nc3ccccc3s2)cc1	-14	-1	5	-3	102	112	101	0.41	-7
CCN(CCCNC(=O)C1CCN(S(=O)(=O)c2c(C)[nH]c(=O)[nH]c2=O)CC1)c1cccc(C)c1	-10	-5	7	2	94	99	92	-0.73	-3
CCOC(=O)c1ccc2[nH]cc(C(C)=O)c(=O)c2c1	-6	nt	nt	nt	100	106	79	0.015	-4
CN(C)[C@H]1N(C(=O)c2ccc(Br)cc2)N=C2c3ccccc3S(=O)(=O)N21	-6	16	-7	1	100	98	86	2	-5
COc1ccc(NC(=O)Cn2nnc(C(N)=O)c2N)c(OC)c1	-1	-3	3	1	95	106	84	-0.38	0
Cc1ccc(N=c2ssnc2Cl)cc1	5	-6	-10	20	97	101	2.4*	0.7	-3
O=C(CN1C(=O)c2ccccc2C1=O)c1ccccc1	-5	6	10	1	100	96	93	-0.2	-8
CC(C)C(c1nnnn1C1CCCC1)N1CCN(C(=O)c2ccco2)CC1 (configuration not stated)	10	3	12	8	94	93	87	0.74	-4

A portion from further up:
SMILES	S1P2 blocker	PostGolgi yeast	PostGolgi ctrl	Ecoli WT expand	Lung fibro prol	HUVEC inhibit	H69AR inhibit	hDAT+cocaine	S1P2 ag
Cc1ccc(N=c2ssnc2Cl)cc1	5	-6	-10	20	97	101	2.4*	0.7	-3
O=C(CN1C(=O)c2ccccc2C1=O)c1ccccc1	-5	6	10	1	100	96	93	-0.2	-8
CC(C)C(c1nnnn1C1CCCC1)N1CCN(C(=O)c2ccco2)CC1 (configuration not stated)	10	3	12	8	94	93	87	0.74	-4

Screening results (PubChem BioAssay)

No enrichment for hits; any-hit rate near 11%.
